# From PubChem BioAssay
# FN deposition inh = fibronectin deposition inhibition; AID 743247; AH1F fibroblasts, Alexa488-fibronectin deposition fluorescence, overnight; inhibition, % at 12.6 µM; actives 0.086% (n = 350,000);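 active means mean inhibition across replicates of 30% or more, regardless of how many single replicates reach that level; inconclusive means mean under 30% yet at least half of replicates reach 30%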;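 further: positive control wells lacked labelled fibronectin entirely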
#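 Assay system: AH1F fibroblasts assembling fluorescent fibronectin matrix; Amount: 10000 AH1F cells per well; Buffer or medium: DMEM, 2% serum; Probe or stimulus: Alexa488-fibronectin, 24 nM final in well; Doses: single compound dose, delivered by pin transfer; Incubation: 1 h adhesion, overnight exposure; Measured by: fluorescence 485/525 nm; Read-out: fibronectin deposition inhibition.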
# EWS-Fli block = EWS/Fli transcriptional activity inhibition. A673 NR0B1-luciferase reporter, viability-normalised. inhibition, % at 12.6 µM. actives 0.67% (n = 350,000);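 active means mean inhibition of at least 50% after viability correction, with every replicate also passing that limit; inconclusive means mean reaches 50% but only one of two replicates passes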;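 further: firefly luciferase signal divided by Alamar Blue viability fluorescence both relative to DMSO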
# S100A4 MyoIIA = S100A4-myosin IIA interaction inhibition. P26447. S100A4/TAMRA-MyoIIA peptide fluorescence polarization. inhibition, % at 10.7 µM. actives 0.14% (n = 360,000). AID 652163;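 active means mean inhibition of at least 70% across replicates, with every replicate also reaching that level; inconclusive means mean inhibition reaches 70% but some replicates fall short; inactive means mean inhibition below 70%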
# Target sequence (P26447 whole entry, looked up): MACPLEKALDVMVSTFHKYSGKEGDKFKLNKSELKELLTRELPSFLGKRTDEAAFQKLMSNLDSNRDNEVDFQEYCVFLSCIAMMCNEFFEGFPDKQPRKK
#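 Material: S100A4 monomer protein / Buffer or medium: 50 mM HEPES pH 7.2, 10 mM CaCl2, 100 mM KCl / Times: 5 min incubation before reading / Benchmarks: neutral control DMSO, positive control TFP / Reagent: labelled myosin peptide probe, 5 nM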
# LGR2 inh = inhibitors of bursicon-induced Drosophila LGR2 receptor cAMP signaling | inhibition, % at 9.99 µM | actives 0.35% (n = 380,000) | HEK293 LGR2, CRE-luciferase, bursicon-stimulated, 4 h | AID 720647;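 active means drop in luminescence signal, shown as inhibition above about 50% in the replicate tests, limit read from the data, passing the limit was not always enough; inconclusive means probably only some replicates passing the limit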;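 further: agonist challenge used bursicon conditioned medium at about half maximal strength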
# PGC1a acetyl inh = lowers PGC1a acetylation signal in U2OS cells; AlphaScreen anti-acetyl-lysine; with virally co-expressed GCN5 acetyltransferase; inhibition, % at 15.6 µM; actives 0.17% (n = 350,000);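 active means every replicate shows inhibition of at least 40%; inconclusive means mean inhibition at least 40% but some replicate below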;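 further: 0% = neutral control wells and 100% = positive control wells; some results beyond the cut were filed as inactive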
# ERAP1 inh = ERAP1 (human) enzyme inhibition; recombinant ERAP1, Leu-AMC fluorescence, 60 min; actives 0.15% (n = 340,000); inhibition, % at 10.7 µM; AID 652197;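 active means mean replicate inhibition of at least 30%, or all replicates individually reaching that 30% level; inactive means mean below 30% and not every replicate reaching it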;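 further: 0% = neutral control wells and 100% = L-leucinethiol positive control wells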
# Target sequence (Q9NZ08 whole entry, looked up): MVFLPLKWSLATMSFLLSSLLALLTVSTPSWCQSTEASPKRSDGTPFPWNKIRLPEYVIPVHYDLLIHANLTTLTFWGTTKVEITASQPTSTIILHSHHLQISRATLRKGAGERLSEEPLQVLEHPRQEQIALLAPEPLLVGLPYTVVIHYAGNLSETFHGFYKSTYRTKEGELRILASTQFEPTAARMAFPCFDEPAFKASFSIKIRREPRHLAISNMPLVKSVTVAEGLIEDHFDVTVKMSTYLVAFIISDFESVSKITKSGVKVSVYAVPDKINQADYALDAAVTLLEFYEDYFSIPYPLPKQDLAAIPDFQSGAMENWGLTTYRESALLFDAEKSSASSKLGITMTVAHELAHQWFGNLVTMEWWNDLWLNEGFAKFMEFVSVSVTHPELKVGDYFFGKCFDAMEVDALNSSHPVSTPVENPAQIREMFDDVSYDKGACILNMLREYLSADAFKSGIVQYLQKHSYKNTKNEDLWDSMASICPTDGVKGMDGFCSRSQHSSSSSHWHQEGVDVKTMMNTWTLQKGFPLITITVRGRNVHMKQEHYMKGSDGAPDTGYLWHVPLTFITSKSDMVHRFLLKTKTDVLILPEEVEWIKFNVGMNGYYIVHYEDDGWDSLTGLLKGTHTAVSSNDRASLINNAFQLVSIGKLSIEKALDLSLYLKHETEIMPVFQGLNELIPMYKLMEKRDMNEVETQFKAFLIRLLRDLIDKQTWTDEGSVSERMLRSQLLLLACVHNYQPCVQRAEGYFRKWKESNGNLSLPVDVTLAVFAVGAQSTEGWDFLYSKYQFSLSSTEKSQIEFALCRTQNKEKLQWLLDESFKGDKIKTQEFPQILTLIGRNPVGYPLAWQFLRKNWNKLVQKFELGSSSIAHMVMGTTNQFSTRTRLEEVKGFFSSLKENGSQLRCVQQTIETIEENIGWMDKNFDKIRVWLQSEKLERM
# PAX8 reporter = inhibitors of PAX8 transcriptional activity in RMG-I cells | actives 1.2% (n = 360,000) | inhibition, % at 12.6 µM | RMG-I TPO-luciferase reporter, SteadyGlo, 24 h;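 active means mean replicate inhibition at least 60% with every replicate also reaching 60%; inconclusive means only one of the two criteria is met; inactive means mean below 60% and not all replicates reaching 60%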;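 further: luciferase light reporting Pax8 driven TPO promoter activity; plate controls were median of neutral control wells for no effect and mitoxantrone controls for full effect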
# PglD DTNB = PglD (C. jejuni) enzyme inhibition; purified PglD enzyme, DTNB colorimetric CoA detection; inhibition, % at 12.5 µM; actives 0.098% (n = 360,000); AID 602405; in the data active means inhibition above about 16%, passing the limit was not always enough; inconclusive means no clear call, values can overlap the other calls; further: strong numbers were not always called active
# An asterisk follows results filed as active; ? = inconclusive; . = not tested or not shown; & = joins results of further samples.
SMILES,FN deposition inh,EWS-Fli block,S100A4 MyoIIA,LGR2 inh,PGC1a acetyl inh,ERAP1 inh,PAX8 reporter,PglD DTNB
O=C(Nc1cccc(F)c1)N1C[C@@H]2[C@H](c3ccccc31)[C@H](CO)N2C(=O)c1ccccn1,.,-10,?,-12,-7,1,-12,-2
CCOC(=O)N1CCN(c2nnc(-c3ccc(C)cc3)c3ccccc23)CC1,-5,11,-6,4,.,3,21,.
COc1ccccc1CNC(=O)C[C@H]1C[C@@H]2c3cc(NC(=O)Nc4ccccc4F)ccc3O[C@@H]2[C@@H](CO)O1,.,-3,0,3,-5,2,15,-2
C[C@H](NC(=O)[C@H]1[C@H](CO)[C@H]2Cn3c(cccc3=O)[C@@H]1N2CCC(F)(F)F)c1ccccc1,.,0,6,-7,.,-3,2,2
O=C(COC(=O)C1CCC1)c1c[nH]c2ccccc12,-1,3,-2,-11,-30,-1,10,-3
CC1(C)CN(c2ccc(Br)cc2Br)C1=O,3,-24,-6,0,11,-2,-12,.
O=C(c1ccc(-c2cccc(C(F)(F)F)c2)o1)N1CCN(c2ccccc2)CC1,1,-5,-8,-5,-15,-1,1,-4
COc1ccc2[nH]c3c(=O)n(CCCCC(=O)NCCN4CCCC4)c(=S)[nH]c3c2c1,.,1,2,1,-5,5,.,-2
CCN1[C@H](C(=O)N(C)C)[C@@H](CO)[C@@H]2Cn3c(ccc(-c4ccc(OC)cc4)c3=O)[C@@H]21,.,7,-4,9,.,1,8,0
COc1ccc(CCN=C(N)NS(=O)(=O)c2ccc(OC)c(OC)c2)cc1OC,-4,.,-3,-6,6,-5,.,7
COc1ccc(CNC(=O)C(=O)NCCCn2ccnc2)cc1,-2,1,2,0,6,3,40,0
CCN(CC(=O)NCc1ccc(F)cc1)S(=O)(=O)c1ccc(C)cc1,2,2,-4,-25,-12,-5,7,-5

# Grouped by structure: the entries above with an NH in an aromatic ring (2)
SMILES,FN deposition inh,EWS-Fli block,S100A4 MyoIIA,LGR2 inh,PGC1a acetyl inh,ERAP1 inh,PAX8 reporter,PglD DTNB
O=C(COC(=O)C1CCC1)c1c[nH]c2ccccc12,-1,3,-2,-11,-30,-1,10,-3
COc1ccc2[nH]c3c(=O)n(CCCCC(=O)NCCN4CCCC4)c(=S)[nH]c3c2c1,.,1,2,1,-5,5,.,-2

# Later entries.
SMILES,FN deposition inh,EWS-Fli block,S100A4 MyoIIA,LGR2 inh,PGC1a acetyl inh,ERAP1 inh,PAX8 reporter,PglD DTNB
O=C(N/N=C/c1ccc(O)c2ncccc12)c1cccc(Br)c1,10,21,-8,0,?,-4,72*,.
CN1CCN(C(=O)C[C@@H]2C=C[C@H](NC(=O)Nc3ccccc3F)[C@@H](CO)O2)CC1,-1,-5,.,10,-4,.,0,.
CC(=O)c1c(OCC(=O)O)ccc2c(C)cc(=O)oc12,-8,.,.,-13,5,.,.,-6
CCC(CC)Nc1ccc(C(CC(N)=O)NC(=O)c2ccccc2)cc1[N+](=O)[O-] (stereo unspecified),29,-6,6,-1,-8,0,-17,-8
CCOc1c(Cl)cc(/C=C/C(=O)N(CC)CC(=O)NCc2cccs2)cc1OC,-1,1,-3,12,-2,3,14,1
CC(=O)Nc1ccc(S(=O)(=O)NCCNc2ccccc2[N+](=O)[O-])cc1,2,-54,6,6,0,1,2,.
O=C(Nc1ccc(C(=O)N2CCCC2)cc1)C1CCC1,11,-6,-3,4,-1,-2,-21,3
CCOC(=O)C1CCN(c2ncnc3c2c(-c2ccccc2)cn3-c2ccccc2)CC1,-2,6,21,14,-10,1,-20,-8
CC(C)NC(=O)N[C@@H]1CC[C@H](CCNS(=O)(=O)c2ccc(F)cc2)O[C@@H]1CO,.,4,30,-8,-5,0,10,-1
Cc1cccc(N2C(=O)c3cccnc3C2=O)c1,-3,.,.,.,16,.,1,-3
Cn1ncc2c(NNC(=O)c3ccc(O)cc3)ncnc21,-4,6,1,20,7,2,4,.
Cc1ccccc1CSc1ncnc2ccccc12,5,-16,-2,-2,5,-1,-161,.
O=C(C[n+]1ccccc1)N/N=C/c1ccccc1[N+](=O)[O-],-13,-5,-3,31,-12,-1,6,.
C[C@@H]1CN([C@H](C)CO)C(=O)c2cc(-c3ccccc3F)cnc2O[C@H]1CN(C)Cc1cccc(F)c1,.,21,-3,.,-22,-1,4,3
O=C(O)CC(NC(=O)c1cccc(F)c1)c1ccc(OC2CCCC2)cc1 (stereo unspecified),-10,-1,-4,3,0,-2,-4,3
O=C(c1ccccn1)N1CC[C@@H]2[C@H](CO)Nc3ccc(C#Cc4ccccc4)cc3[C@@H]21,8,-26,1,-10,-41,-2,-16,-1
CC1(C)CC(=O)c2cnc(NC(=O)CSC(=S)N3CCCCC3)nc2C1,0,4,6,-5,.,-1,15,.
C[C@H]1CCCCO[C@H](CN(C)S(=O)(=O)c2ccccc2)[C@@H](C)CN([C@@H](C)CO)C(=O)c2cc(NC(=O)Nc3ccc(F)cc3)ccc2O1,.,13,-6,9,-4,0,-1,3
N#Cc1ccc(-c2ccc3c(c2)[C@H]2[C@H](CCN2C(=O)C2CC2)[C@@H](CO)N3)cc1,13,2,-3,-14,3,2,-27,1
COCC(=O)N1CC2(C1)[C@@H](c1ccccc1)[C@@H](CO)N2Cc1ccccc1OC,.,3,3,10,-3,-2,11,.
C[C@H](CO)N1C[C@H](C)[C@@H](CN(C)S(=O)(=O)c2ccccc2)Oc2ccc(NC(=O)c3ccncc3)cc2C1=O,1,5&-19,0&-13,19&-5,-7&1,-2&0,-18&1,2&0
Cc1cccn2cc(CNc3ccccc3)nc12,-4,.,.,.,-5,.,-114,8
O=C(Nc1ccc2c(c1)OCO2)c1cnc(Cl)c(Cl)c1,-2,-62,-6,-19,.,1,-67,1
Cn1ncc(C(N)=O)c1NC(=S)NC(=O)c1ccc(Br)o1,-1,-7,5,2,8,3,0,.
Cn1nc(-c2ccccc2)cc1NC(=O)CCCC(=O)O,0,12,-9,-14,.,7,16,.
CCn1cc(CN(C)S(=O)(=O)c2cccc([N+](=O)[O-])c2)cn1,-4,-1,3,.,-4,3,1,.
CCOC(=O)c1ccc(-c2ccc3c(c2)CCC3)nc1C,-5,-104,-4,-30,4,-3,-234,5
Cc1cccc(C(=O)Oc2ccc(/C=N/NC(=O)c3ccc(O)cc3)cc2)c1,.,.,-3,14,1,3,-13,-2
O=C(NC1CCSc2ccccc21)c1ccc(F)c(S(=O)(=O)N2CCOCC2)c1 (stereo unspecified),-3,5,-2,6,.,-4,-5,-5
CC1=C(C(=O)Nc2ccccc2C(=O)NC2CCC(C)CC2)SCCO1 (stereo unspecified),3,-19,-1,-19,-5,2,-34,-2
O=C(Nc1cccc(-c2cccc(Cl)c2)c1)C1CCN(Cc2ccccn2)CC1,-3,37,5,-23,-8,1,-8,4
COc1ccc(-c2cnc3c(c2)C(=O)N([C@H](C)CO)C[C@H](C)[C@@H](CN(C)C(=O)NC2CCCC2)O3)cc1,-24,-6,10,3,-11,1,3,-2
CC(=O)Nc1ccc(C(=O)CSc2nnc(Cn3nnc4ccccc43)n2C)cc1,.,-1,2,5,12,3,.,-1
CC(C)c1ccc(NC(=O)C2C3C=CC4(O3)C2C(=O)N(CCCN2CCCCC2)C4C(=O)NC2CCCCC2)cc1 (stereo unspecified),5,9,-11,2,.,-4,11,-6
Cc1cc(OC(C)C(=O)NCc2ccncc2)c2c(C)cc(=O)oc2c1 (stereo unspecified),-5,1,-8,1,-8,-3,-3,-5
COC(=O)[C@]1(Cc2ccccc2)N[C@H](CN(C)C(=O)COc2ccccc2)[C@@H]2C(=O)N(C)C(=O)[C@@H]21,-7,-2,2,13,.,1,5,-3

# Pulled by compound from above:
SMILES,FN deposition inh,EWS-Fli block,S100A4 MyoIIA,LGR2 inh,PGC1a acetyl inh,ERAP1 inh,PAX8 reporter,PglD DTNB
Cc1cc(OC(C)C(=O)NCc2ccncc2)c2c(C)cc(=O)oc2c1 (stereo unspecified),-5,1,-8,1,-8,-3,-3,-5
CC(C)c1ccc(NC(=O)C2C3C=CC4(O3)C2C(=O)N(CCCN2CCCCC2)C4C(=O)NC2CCCCC2)cc1 (stereo unspecified),5,9,-11,2,.,-4,11,-6
CCn1cc(CN(C)S(=O)(=O)c2cccc([N+](=O)[O-])c2)cn1,-4,-1,3,.,-4,3,1,.
CCOC(=O)c1ccc(-c2ccc3c(c2)CCC3)nc1C,-5,-104,-4,-30,4,-3,-234,5
COC(=O)[C@]1(Cc2ccccc2)N[C@H](CN(C)C(=O)COc2ccccc2)[C@@H]2C(=O)N(C)C(=O)[C@@H]21,-7,-2,2,13,.,1,5,-3
O=C(Nc1cccc(-c2cccc(Cl)c2)c1)C1CCN(Cc2ccccn2)CC1,-3,37,5,-23,-8,1,-8,4
CC1=C(C(=O)Nc2ccccc2C(=O)NC2CCC(C)CC2)SCCO1 (stereo unspecified),3,-19,-1,-19,-5,2,-34,-2

# (further entries)
SMILES,FN deposition inh,EWS-Fli block,S100A4 MyoIIA,LGR2 inh,PGC1a acetyl inh,ERAP1 inh,PAX8 reporter,PglD DTNB
CCCN(C)C[C@@H]1Oc2cc(C#Cc3ccccn3)ccc2S(=O)(=O)N([C@@H](C)CO)C[C@@H]1C,-3,9,2,-20,-20,-2,.,1
Nc1ncnc(Oc2ccccc2F)c1[N+](=O)[O-],-7,-9,-2,-15,4,-1,-2,5
COCC#Cc1ccc([C@H]2[C@H](CO)N3CCCCN(Cc4cncnc4)C[C@@H]23)cc1,.,-5,-15,-3,2,2,8,-2
CC(C)(C)c1ccc2oc(=O)cc(-c3cccc(-c4ccc(C(F)(F)F)cc4)c3)c2c1,0,-6,-3,-1,6,.,1,-1
CCC(=O)Nc1ccc(N2CCN(Cc3ccccc3)CC2)cc1,-4,.,.,.,0,.,1,1
CSc1nnc(NC(=O)c2nc(S(=O)(=O)Cc3ccc(C)cc3)ncc2Cl)s1,17,.,-3,-7,.,-3,55,12
O=C(CCl)N(CCCNC(=O)C(F)(F)F)c1ccc([N+](=O)[O-])cc1,1,39,-2,-1,-15,-2,15,2
CCC(C(=O)NCCCc1ccccc1)n1nc(C)c2c(C)n(-c3ccccc3)nc2c1=O (stereo unspecified),0,.,0,11,-4,-3,10,1
COc1ccc(S(=O)(=O)N2CCOCC2)cc1NC(=O)Cc1c(Cl)cccc1Cl,-2,.,.,12,8,.,-25,-4
Nc1cccc2nsnc12,-4,27,1,23,2,.,5,8
COC(=O)c1cn(CC(=O)N2CCC3(CC2)C(=O)NCN3c2ccccc2)nn1,.,3,-28,.,.,3,2,1
Cc1ccc(OCC(=O)NNC(=O)Cc2ccc(S(=O)(=O)N3CCOCC3)s2)cc1,8,4,-2,6,-8,-2,-1,-1
CC(=O)NC(Cc1cccc(F)c1)C(=O)NC1CCN(C(=O)Nc2ccccc2)CC1 (stereo unspecified),-6,-9,-1,3,-5,-3,0,-2
C[C@@H]1CN([C@H](C)CO)C(=O)Cc2cc(NC(=O)Nc3ccccc3)ccc2O[C@@H]1CN(C)C(=O)Nc1ccc(F)cc1,.,-1,-47,5,1,3,.,-3
